PhoP GFP inhibition: PhoP regulon inhibitors, Salmonella typhi PhoP promoter GFP reporter, confirmatory (AID 1850); 310,000 tested, 0.33% active; inhibition, % at 50 µM, or IC50 in µM where a hit was titrated; Salmonella Typhi PhoP-promoter GFP reporter, fluorescence, 4 h; higher % means a stronger effect; in the data active means a potency from the dose series; inconclusive means inhibition mostly from about 25% at the one dose, without a potency; inactive means the rest, 99 in 100 with inhibition below about 19%;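 further: 0% = induced wells with vehicle and 100% = uninduced wells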
tuberculosis growth: growth inhibition of non-replicating M. tuberculosis (AID 488890). Mycobacterium tuberculosis non-replicating, growth inhibition; higher % means a stronger effect. inhibition, % at 25 µM, or IC50 in µM where a hit was titrated. 320,000 tested, 0.39% active; in the data active means a potency from the dose series; inconclusive means inhibition mostly from about 82% at the one dose, without a potency; inactive means the rest, 99 in 100 with inhibition below about 76%;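 further: plate controls were DMSO cells for no effect and high antibiotic wells for full effect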
H37Rv inhibition: M. tuberculosis growth inhibition, HTS (AID 449762) | M. tuberculosis H37Rv growth inhibition, 7H9 media; higher % means a stronger effect | 330,000 tested, 0.59% active | inhibition, % at 25 µM; hits with a dose series show IC50 in µM; in the data active means a potency from the dose series; inconclusive means inhibition above about 70% without an active follow-up result;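 further: bacterial growth assessed after seven days of incubation; strong numbers were not always called active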
VEEV TC-83 Vero: inhibitors of VEEV TC-83 cytopathic effect, confirmation, Vero cells (AID 588727); Vero cells, VEEV TC-83 cytopathic effect inhibition; higher % means a stronger effect; one-dose inhibition, % at 20 µM; IC50 in µM for titrated hits; 350,000 tested, 0.13% active; in the data active means a potency from the dose series; inconclusive means inhibition mostly from about 14% at the one dose, without a potency; inactive means the rest, 99 in 100 with inhibition below about 12%; further: strong numbers were not always called active
influenza NS1A: H1N1 influenza NS1A inhibitors, functional cell based assay (AID 504329); 340,000 tested, 0.3% active; one-dose inhibition, % at 12.5 µM; IC50 in µM for titrated hits; NS1A functional cell-based assay, percent inhibition; higher % means a stronger effect; in the data active means a potency from the dose series; inconclusive means inhibition above about 27% without an active follow-up result; further: strong numbers were not always called active
VEEV TC-83 Vero 10K pilot screen: recorded beside VEEV TC-83 Vero, whose call it bears; inhibition, %; measured here: 10K pilot screen inhibition
* hit, by the source's call; i = inactive; ? = inconclusive; . = no result given; & = joins results of further samples.

SMILES | PhoP GFP inhibition | tuberculosis growth | H37Rv inhibition | VEEV TC-83 Vero | influenza NS1A | others
COc1ccc(S(=O)(=O)N2CCC(n3cnc4cc(C(F)(F)F)ccc43)CC2)cc1 | 4% | 9% | -5% | 4.3% | 6%
COc1ccc(C)cc1C(=O)C1CC(C(=O)O)C(C)(C)C1C (stereo not given) | 11% | -11% | 2% | 1.1% | 0%
CC(C)COC(=O)Nc1ccc(C(=O)O)cc1 | -3% | -17% | -6% | i | -5%
CC(C)Oc1ccc(-c2nc(NCC3CCCO3)c3ccccc3n2)cc1 (stereo not given) | -14% | 40% | 68µM* | 7.4% | -16%
O=C(c1cccc(S(=O)(=O)N2CCCC2)c1)N1CCCc2ccccc21 | 0% | 17% | 0% | 5.0% | -7%
Nc1ccc(S(=O)(=O)NC2(C(F)(F)F)NC(=O)N(c3ccccc3Cl)C2=O)cc1 (stereo not given) | -8% | -8% | 2% | 3.3% | -4%
Cc1sc2ncnc(N/N=C/c3ccccc3O)c2c1C | 10% | ? | ? | 11% | 12% | VEEV TC-83 Vero 10K pilot screen=12
CSc1nnnn1CCn1nnnc1SC | 0% | 4% | 1% | 0.0% | 1%
C[C@H](NC(=O)N1CCn2c1nc1ccccc12)C(=O)NCc1ccccc1 | -1% | 14% | 5% | 2.1% | -3%
O=C(Nc1cccc(Cl)c1)C1CCCN(S(=O)(=O)c2cnc[nH]2)C1 (stereo not given) | -1% | . | -13% | 0.4% | 0%
CCOc1ccc(NCCC(=O)c2ccc3c(c2)OCO3)cc1 | 12% | ? | ? | 4.3% | 9%
O=C(c1ccco1)N1CCN(C(=S)Nc2cc(F)cc(F)c2)CC1 | -1% | 3% | -9% | 7.4% | 12%
COC(=O)C(C)Sc1nnc(Cc2cc(=O)[nH]c(=O)[nH]2)n1-c1ccc(Cl)cc1 (stereo not given) | 5% | . | -8% | 0.1% | 0%
CC[C@@H]1C=C(C(=O)O)[C@H](c2ccc(C)cc2)N1S(=O)(=O)c1ccc(C)cc1 | . | 5% | 1% | i | -3%
COc1ccc(NC(=O)Cn2c(=O)n(CCC(=O)NCC3CCCO3)c(=O)c3cc(OC)c(OC)cc32)cc1 (stereo not given) | -9% | -4% | -5% | 0.8% | 4%

Entries shown so far containing a carbonyl joined to an NH by a bond outside any ring, in the order listed:
SMILES | PhoP GFP inhibition | tuberculosis growth | H37Rv inhibition | VEEV TC-83 Vero | influenza NS1A | others
CC(C)COC(=O)Nc1ccc(C(=O)O)cc1 | -3% | -17% | -6% | i | -5%
C[C@H](NC(=O)N1CCn2c1nc1ccccc12)C(=O)NCc1ccccc1 | -1% | 14% | 5% | 2.1% | -3%
O=C(Nc1cccc(Cl)c1)C1CCCN(S(=O)(=O)c2cnc[nH]2)C1 (stereo not given) | -1% | . | -13% | 0.4% | 0%
COc1ccc(NC(=O)Cn2c(=O)n(CCC(=O)NCC3CCCO3)c(=O)c3cc(OC)c(OC)cc32)cc1 (stereo not given) | -9% | -4% | -5% | 0.8% | 4%

(cont.)
SMILES | PhoP GFP inhibition | tuberculosis growth | H37Rv inhibition | VEEV TC-83 Vero | influenza NS1A | others
CCOC(=O)C1CCN(C(=O)Cn2c(=O)oc3cc(S(=O)(=O)N4CCCC4)ccc32)CC1 | -9% | -5% | -8% | 2.1% | 2%
COc1ccc(Nc2oc(-c3cccs3)nc2C#N)cc1 | -10% | 19% | 8% | 7.7% | 4%
Cc1sc(N/N=C/c2cc([N+](=O)[O-])ccc2O)nc1-c1ccccc1 | -3% | 31% | 5% | 0.6% | -12%
O=C(NC(Cc1ccccc1)C(=O)O)c1ccco1 (stereo not given) | 8% | -13% | -1% | 0.1% | 4%
O=C(OCc1ccccc1)c1ccccc1 | -2% | 33% | -3% | 0.6% | -3%
Cc1cccc(NC(=S)N2CCCC2)c1 | 1% | -8% | 7% | 1.6% | 22%
N/C(=N\c1nc2c(c(=O)[nH]1)CCC2)Nc1ccccc1C(F)(F)F | -1% | -9% | 9% | 0.8% | 9%
Nc1nc(SCC(=O)NC2CCCCC2)[nH]c(=O)c1-c1ccccc1 | 0% | 5% | 3% | i | -4%
Cc1ccc(-c2nnn(CC(=O)N(c3cccc(F)c3)C(C(=O)NC3CCCC3)c3ccco3)n2)o1 (stereo not given) | -19% | 8% | 7% | i | -5%
Cc1cc(N2CCN(S(=O)(=O)c3ccccc3)CC2)nc2c(C)cccc12 | -2% | 6% | 5% | 7.9% | 27%
CCOc1ccc(CCNC(=O)C2CCCN(c3nn4c(=O)cc(C)nc4s3)C2)cc1OCC (stereo not given) | 4% | 17% | -13% | 3.7% | -9%
CN1CCC(=NNC(=O)c2ccc(N(Cc3ccccc3Cl)S(C)(=O)=O)cc2)CC1 | -1% | 8% | -2% | 1.1% | -3%
O=C(Cc1ccc([N+](=O)[O-])cc1)NCc1ccccn1 | 5% | 41% | 2% | 0.4% | -10%
CCC(C(=O)NCCCN1CCN(C)CC1)n1nc(C)c2sc3ccccc3c2c1=O (stereo not given) | -3% | 13% | 0% | 0.2% | 6%
COc1ccc2cc(C(c3nnnn3Cc3ccc(F)cc3)N3CCCCCC3)c(=O)[nH]c2c1 (stereo not given) | 10%&18% | 25% | 5% | 4.5% | 6%
Cc1cccc[n+]1CC(=O)Nc1ccc([N+](=O)[O-])cc1 | 2% | 1% | -6% | i | -3%
O=C(N/N=C/c1ccccc1)c1cc(=O)[nH]c2ccccc12 | 3% | 3% | 4% | 0.3% | 0%
CCN1C(=O)[C@H]2[C@H]3CN=C(SCC4CC4)N3[C@@](CC)(C(=O)OC)[C@H]2C1=O | . | . | . | 0.4% | -9%
CCOCCCNC(=O)CCc1nnc2ccc(N3CCCCC3)nn12 | 4% | -7% | -2% | 0.5% | 20%
O=C(COc1ccc(Cl)cc1)Nc1ccc(C(=O)O)cc1NC(=O)COc1ccc(Cl)cc1 | -10% | 34% | -20% | 4.0% | -1%
CCCCOP(=O)(c1ccc(N(C)C)cc1)C(O)c1ccc(C(C)C)cc1 (stereo not given) | 0% | 31% | 0% | 1.1% | 5%
Cc1ccccc1-n1nnnc1-c1ccccc1 | -3% | -1% | 4% | i | 3%
C=CCSc1nnc(CCCCCN2C(=O)c3cccc4cccc(c34)C2=O)o1 | 6% | 55% | 50% | 3.1% | -2%
COc1ccc(-c2c(-c3ccc(O)cc3O)n[nH]c2C)cc1OC | -3% | 20% | -2% | i | 0%
CCOc1ccc(N/C=C/C(=O)c2ccc(OC)cc2)c([N+](=O)[O-])c1 | -6% | 11% | 9% | 1.1% | 2%
O=C1N[C@@H](c2ccccc2)COC(=O)[C@@H](Cc2ccc(F)cc2)CC/C=C/C[C@H]1CC(=O)N(CCO)Cc1ccccc1 | . | 74% | -2% | 5.1% | 4%
COc1cccc(CNC(=O)C2CCN(S(=O)(=O)c3cccc4nonc34)CC2)c1 | -16% | -3% | -7% | 0.6% | -2%
COc1ccc(-n2nc3c(c2NC(=O)CC(C)C)CS(=O)C3)cc1 (stereo not given) | 1% | 12% | 6% | 0.8% | 1%
CC(OC(=O)c1ccc2ccccc2n1)C(=O)c1ccccc1 (stereo not given) | -24% | 17% | 7% | 0.1% | -10%
Cn1c(=O)n(CC(=O)N2CCOCC2)c2ccccc21 | 0% | -7% | -2% | i | -17%
CC(=O)NC(c1ccc(C(C)C)cc1)c1ccc2cccnc2c1O (stereo not given) | 6% | -4% | 2% | 12% | -6%
Cc1cc(C)c(NC(=O)CSc2nc3ccc(N4C(=O)c5ccccc5C4=O)cc3s2)c(C)c1 | -1% | -11% | 1% | 1.9% | -6%
CC1(C)CC(=O)C2=C(C1)Nc1ccccc1N(C(=O)C1CC1)C2c1ccco1 (stereo not given) | 0% | 12% | 4% | 0.0% | -8%
Cc1ccc(OC(=O)c2cccc(C(=O)Oc3ccc(C)cn3)n2)nc1 | 3% | 2% | -6% | . | .
CC(=O)c1ccc(NC(=S)NC2CCCC(C)C2C)cc1 (stereo not given) | 7% | ? | ? | 0.8% | -9%
COc1ccc(NS(=O)(=O)c2ccc(N3CCN(CCO)CC3)c([N+](=O)[O-])c2)cc1 | -5% | 9% | -2% | 1.3% | 2%
CC(=O)c1sc2nc(CSc3nncn3C)[nH]c(=O)c2c1C | 5% | -5% | 1% | 0.6% | -5%
CN(c1ccccc1)S(=O)(=O)c1ccc(C(=O)N2CCCC2)cc1 | . | -4% | 1% | i | -12%
CC1=C(OC(=O)c2ccccc2)C(C)(C)C(c2ccccc2)OC1=O (stereo not given) | -2% | 1% | -2% | 0.9% | -12%
CCn1c(=O)c(C(=O)NCc2ccccn2)c(O)c2ccccc21 | 9% | 74% | -1% | 8.4% | -2%
Cc1nc(Cl)c(C(=O)NC(=O)NCc2ccccc2)c(C)c1Cl | 2% | 11% | 8% | 0.1% | -7%
CCN(Cc1ccccc1)C(=O)c1ccc(NC(=O)c2ccc(OC)cc2)cc1 | -18% | 0% | 44% | 8.6% | -4%
CC(C)COc1ccc(-c2nn(-c3ccccc3)cc2C(=O)Nc2nccs2)cc1 | -1% | 35% | ? | i | -5%
COc1cc2c(cc1OC)CN(C(=O)CSc1nnc3scc(-c4ccccc4)n13)CC2 | -6% | 13% | -5% | 1.4% | 14%
Cc1nnc(C)n1/N=C/c1ccccn1 | -3% | 2% | -11% | 0.2% | -26%
CN(C(=O)c1ccc(NC(=O)Cc2ccc(NC(=O)C3CCN(C(=O)C4CC4)CC3)cc2)cc1)C1CCCC1 | . | . | . | 0.4% | 3%
CC(C)c1ccc(OCC(=O)Nc2ccccc2C(=O)N2CCOCC2)cc1 | 1% | 1% | 5% | 1.3% | -3%
Cc1oc(-c2ccccc2F)nc1CS(=O)(=O)CC(=O)N1CCOCC1 | 2% | -3% | 6% | 0.3% | -1%
COc1cc(NC(=O)OCc2ccccc2)c2ncccc2c1 | . | . | . | 5.5% | -4%
C#C[C@]1(O)CCC2C3C(CC[C@@]21C)[C@@]1(C)CC[C@@H](O)CC1=C[C@H]3O (stereo not given in full) | . | -6% | -1% | 1.8% | -17%
N/C(=N\O)c1ccc(Cl)cc1Cl | 4% | -2% | -6% | 1.1% | -3%
COc1ccccc1S(=O)(=O)Nc1cc(C)nn1-c1ccc(C)cc1 | -24% | 2% | 23% | 0.8% | -7%
Cn1c(=O)cc(Nc2ccccc2)[nH]c1=O | -3% | 4% | 0% | 1.1% | -6%
COC(=O)C1OC(OC2CC[C@]3(C)C(CC[C@@]4(C)[C@@H]3CC=C3[C@@H]5CC(C)(C)CC[C@]5(C(=O)OC5OC(CO)C(O)C(O)C5O)CC[C@]34C)C2(C)C)C(O)C(O)C1O[C@H]1OCC(O)C(O)C1O (stereo not given in full) | . | 40% | 2% | 1.1% | 18%
CCCn1c(C)cc(C(=O)COC(=O)c2ccc[nH]c2=O)c1C | 0% | -12% | -1% | 2.0% | 0%
CCCc1cc(=O)oc2cc(OC(C)C(=O)NC3CC(C)(C)NC(C)(C)C3)ccc12 (stereo not given) | -1% | 1% | -1% | i | 6%
CCOC(=O)C1CCN(C(=O)CCCn2nc(C)c3c(C)n(-c4ccc(C)cc4)nc3c2=O)CC1 | 8% | -1% | -1% | 0.6% | -5%
CCOC(=O)C1CCN(c2cc(=O)n(-c3ccc(OC)cc3)c(=O)[nH]2)CC1 | . | . | 3% | 0.4% | -3%
C[C@H]1COC(=O)[C@H](CC(=O)OC(C)(C)C)C/C=C\C[C@@H](CC(=O)N(CCO)Cc2ccccc2)C(=O)N1 | . | 12% | 0% | i | -4%
Cc1cccc(N2C(=O)C3C4CC(C(Br)C4Br)C3C2=O)n1 (stereo not given) | 7% | -14% | -8% | 1.6% | 7%

(list continues)
SMILES | PhoP GFP inhibition | tuberculosis growth | H37Rv inhibition | VEEV TC-83 Vero | influenza NS1A | others
N/C(=N\OC(=O)/C=C/c1ccc(Br)cc1)c1ccccn1 | -7% | 43% | 13% | 0.7% | -6%
CN(C)/N=C/C=C1\CCC/C(=C/c2cccs2)C1=O | 6% | 63% | 3% | 3.1% | 21%
CCOC(=O)C1CCCN(C(=O)CNC(=O)c2ccc(Br)o2)C1 (stereo not given) | . | 2% | -7% | 1.2% | 6%
CCOC(=O)c1cc(CC)sc1NC(=O)C(c1ccccc1)c1ccccc1 | 0% | -6% | -12% | 2.3% | 6%

Grouped by structure: those above containing a CF3 group (three)
SMILES | PhoP GFP inhibition | tuberculosis growth | H37Rv inhibition | VEEV TC-83 Vero | influenza NS1A | others
COc1ccc(S(=O)(=O)N2CCC(n3cnc4cc(C(F)(F)F)ccc43)CC2)cc1 | 4% | 9% | -5% | 4.3% | 6%
Nc1ccc(S(=O)(=O)NC2(C(F)(F)F)NC(=O)N(c3ccccc3Cl)C2=O)cc1 (stereo not given) | -8% | -8% | 2% | 3.3% | -4%
N/C(=N\c1nc2c(c(=O)[nH]1)CCC2)Nc1ccccc1C(F)(F)F | -1% | -9% | 9% | 0.8% | 9%

Source: PubChem BioAssay
